Source: PubChem BioAssay
CDK5 inh: blocks human CDK5/p35 kinase activity; Recombinant CDK5/p35, ADP-Glo luminescence, 60 min; inhibition, % at 10 µM; 330,000 compounds, 0.01% hits; AID 488839;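 active = highest replicate inhibition of at least 50% and at least 75% of replicates reaching 50%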;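 also: plate controls were DMSO neutral control for no effect and GW8510 at 10 µM for full effect; many of its hits are not listed in these tables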
Target sequence (Q00535 whole entry, looked up): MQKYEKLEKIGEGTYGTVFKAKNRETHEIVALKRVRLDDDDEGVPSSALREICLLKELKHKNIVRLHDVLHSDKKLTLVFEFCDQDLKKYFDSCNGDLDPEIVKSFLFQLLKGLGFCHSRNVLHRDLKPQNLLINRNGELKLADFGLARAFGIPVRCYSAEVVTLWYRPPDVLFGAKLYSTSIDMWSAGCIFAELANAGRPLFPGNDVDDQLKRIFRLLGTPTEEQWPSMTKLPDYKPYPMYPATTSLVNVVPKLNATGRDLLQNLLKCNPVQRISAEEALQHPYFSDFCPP
Target sequence (Q15078 whole entry, looked up): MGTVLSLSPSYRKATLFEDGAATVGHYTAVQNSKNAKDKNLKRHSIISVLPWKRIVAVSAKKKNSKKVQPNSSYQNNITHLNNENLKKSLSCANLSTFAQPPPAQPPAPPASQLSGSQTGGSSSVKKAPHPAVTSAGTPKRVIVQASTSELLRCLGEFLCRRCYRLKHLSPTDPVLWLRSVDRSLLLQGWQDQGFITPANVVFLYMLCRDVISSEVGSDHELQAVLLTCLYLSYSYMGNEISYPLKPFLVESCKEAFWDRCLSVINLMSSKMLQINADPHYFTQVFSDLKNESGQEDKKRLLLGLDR
Tat transport: E. coli Tat transport inhibition; E. coli MC4100 TorA-mCherry Tat export, fluorescence; inhibition, % at 10 µM; 340,000 compounds, 0.036% hits;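 active = mean replicate inhibition at least 50% and at least half of replicates individually reaching 50%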;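 also: exported cargo escapes ClpAP degradation while cytoplasmic cargo is degraded and loses fluorescence; 0% = median of neutral control wells and 100% = median of NaSCN control wells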
AddAB inh: less growth of phage-infected E. coli with AddAB. E. coli expressing H. pylori AddAB, absorbance growth. inhibition, % at 11.9 µM. 330,000 compounds, 0.29% hits. AID 435030; in the data active = inhibition above about 12%;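 also: 0% = vehicle wells of infected cells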
phage Ecoli inh: E. coli growth loss with phage present; growth absorbance; 360,000 compounds, 0.26% hits; inhibition, % at 11.9 µM; in the data active = inhibition above about 11%
DAGLB inh: blocks human DAGLB lipase activity | Q8NCG7 | HEK293T DAGLB membrane lysate, EnzChek fluorogenic substrate | inhibition, % at 5.17 µM | 340,000 compounds, 0.059% hits | AID 504411; in the data active = inhibition above about 34%;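 also: 0% = enzyme with vehicle and 100% = wells lacking enzyme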
PKA-R2B act: activates the human PKA-R2B holoenzyme complex; activation, % at 11.4 µM; 340,000 compounds, 0.079% hits; PKA-R2B holoenzyme dissociation, Cy5-IP20 fluorescence polarization; R2B truncated from residue 108, S112A mutant; 0% DMSO only, 100% 113 µM cGMP;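 active = activation above a cutoff set at the mean over all compounds plus 3 SD, cut at about 18% in these data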;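 also: higher means more holoenzyme dissociation and a rise in polarization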
HTR5A ag ctr: activates human HTR5A in OPRM1-OPRD1 agonist counter-screen. AID 504692. 340,000 compounds, 0.61% hits. HTR5A agonist assay, luminescence, cell-based. activation, % at 9.3 µM; in the data active = activation mostly above about 9.5%, no sharp cut-off; inactive = mostly below about 7.6%;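 also: 0% = cells with vehicle only and 100% = reference agonist; strong numbers were not always called active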
Target sequence (P47898 whole entry, looked up): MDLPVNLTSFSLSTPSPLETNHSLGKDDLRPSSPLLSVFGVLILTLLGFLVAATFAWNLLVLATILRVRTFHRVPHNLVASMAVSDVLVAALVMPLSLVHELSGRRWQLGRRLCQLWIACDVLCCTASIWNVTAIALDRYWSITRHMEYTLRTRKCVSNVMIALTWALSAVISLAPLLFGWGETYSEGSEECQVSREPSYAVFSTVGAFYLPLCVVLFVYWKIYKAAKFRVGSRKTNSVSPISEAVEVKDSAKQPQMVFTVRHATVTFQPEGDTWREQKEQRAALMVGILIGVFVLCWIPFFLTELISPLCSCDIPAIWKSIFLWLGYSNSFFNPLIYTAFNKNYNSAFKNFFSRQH
HTR5A inv ctr: HTR5A inverse agonism, opioid heterodimer counter-screen | P47898 | HTR5A cell line, luminescence | inhibition, % at 9.3 µM | 340,000 compounds, 0.083% hits | AID 504634; in the data active = inhibition mostly above about 23%, no sharp cut-off; inactive = mostly below about 18%;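 also: 0% = cells with DMSO and 100% = no-cell wells with DMSO; some compounds called inactive have numbers as strong as hits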
PKA-R1A act: activators of PKA-R1A complex | AID 504707 | 340,000 compounds, 0.083% hits | activation, % at 11.4 µM | P00514+P68181 | PKA-R1A dissociation, Cy5-IP20 fluorescence polarization; scaled: DMSO 0%, 113 µM cGMP 100%;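 active = percent activation above the mean of all tested compounds plus 3 SD, cut at about 19% in these data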;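 also: higher means more PKAc released from R1A so a rise in polarization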
Mot1-301 SUMO: SUMOylation pathway inhibition by Mot1-301 growth rescue | S. cerevisiae Mot1-301 growth rescue, ATP luminescence, 38.5C; percent above DMSO median, 100 means doubled | growth rescue, % at 18.8 µM | 320,000 compounds, 1% hits;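 active = every valid replicate shows activation above 250% relative to neutral control wells; inactive = the rest, any valid replicate at or below 250%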;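 also: OY570 slx delta 5 strain wells were the positive control but not used for scaling; some compounds called inactive have numbers as strong as hits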
Ecoli viability: counter-screen for AddAB inhibitors: E. coli growth inhibition; E. coli V3065 growth, OD600 absorbance, 18 h; inhibition, % at 11.9 µM; 330,000 compounds, 0.27% hits; AID 449728;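 active = inhibition above the campaign's mean inhibition across all tested compounds plus 3 SD, cut at about 9.9% in these data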;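 also: uninfected addAB+ strain grown without phage in ampicillin broth; 0% = DMSO wells and 100% = ciprofloxacin 0.95 µg/ml wells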
* = called active by the depositor; . = not tested or not shown. No enrichment for hits; overall some 2.3% were active at least once.

The line under a structure holds: CDK5 inh	Tat transport	AddAB inh	phage Ecoli inh	DAGLB inh	PKA-R2B act	HTR5A ag ctr	HTR5A inv ctr	PKA-R1A act	Mot1-301 SUMO	Ecoli viability
1: COC(=O)[C@@]1(C)[C@H]2C(=O)N(Cc3ccccc3)C(=O)[C@H]2[C@H]2CN=C(SCc3ccccc3)N21
→ 0.7	4	2.2	3.0	-2	-1	4	-15	-7	.	-1.1
2: CC(C)CN1CCC(CN2CCNC(=O)C2=O)CC1
→ 0.0	10	.	0.4	-3	-12	3	-11	-6	.	.
3: O=C1NCCN1CCN1C(=O)c2ccccc2NC1c1ccccc1 (stereo not drawn)
→ -0.4	4	-1.0	0.7	1	-13	0	4	-9	-14	-3.2
4: CCN(CC)CCn1c(=N)n(CC(=O)c2ccc(C)cc2)c2ccccc21
→ 0.9	5	-1.3	-1.3	-1	-3	.	.	7	-6	-0.6
5: O=C1CC(SCc2nc3ccccc3[nH]2)C(=O)N1c1ccc(F)cc1 (stereo not drawn)
→ 0.3	-11	0.9	2.8	0	-11	2	4	-6	-22	-0.1
6: Cc1ccc(C(C(=O)NCc2ccccc2)N(Cc2ccco2)C(=O)c2snc(C(N)=O)c2N)o1 (stereo not drawn)
→ 1.2	-7	4.1	1.4	0	7	-4	10	-7	-3	-0.9
7: CCOc1ccc(S(=O)(=O)Nc2ccc(C(=O)N3CCCC3)cc2)cc1
→ 0.5	0	0.4	-0.8	-1	-6	2	11	-10	8	0.9
8: Cc1cc(C)n2nc(N)c(N=Nc3ccccc3)c2n1
→ 0.9	-3	-0.2	0.7	-3	1	-2	0	-13	7	1.1
9: O=C(CCN1C(=O)c2ccccc2C1=O)NCc1ccccc1
→ -0.9	7	1.5	3.5	-3	-11	0	14	-16	3	-2.6
10: CCCCn1c(N)c(N(CCOC)C(=O)c2ccc(C)o2)c(=O)[nH]c1=O
→ -0.9	8	1.9	1.1	0	-2	5	-14	3	0	1.6
11: CCOc1ccc(Cl)cc1CSc1n[nH]c(C)n1
→ 0.5	-7	-1.9	6.1	.	.	.	.	.	-10	0.4
12: COc1ccc(NC(=O)c2cccc(C#N)c2)cc1NS(=O)(=O)c1ccc(F)cc1
→ 0.4	-10	2.0	1.0	-2	-2	5	12	-5	6	1.9
13: Cc1ccc(S(=O)(=O)N2CCN(C(=O)CCCN3C(=O)NC4(CCCC4)C3=O)CC2)cc1C
→ 2.3	1	2.7	4.5	-1	2	1	-2	-20	161	-0.9
14: CCn1c(SCC(=O)NC2CC2)nnc1-c1ccc(C)cc1
→ 1.5	-2	4.6	-1.0	0	3	1	-3	-21	12	0.9
15: CC(C)n1nnnc1SCC(=O)NCc1cccs1
→ 0.2	6	0.0	1.2	1	-1	0	7	-1	77	-2.1
16: NCCCNCCCCNCCCN
→ 3.7	3	4.0	-0.1	0	-3	5	-34	0	.	-1.7
17: O=C(Cn1nnc2c(cnn2-c2ccc(F)cc2)c1=O)Nc1ccccc1C(F)(F)F
→ -1.8	-1	2.1	-1.0	0	-8	-1	9	-14	-3	-0.4
18: CCOC(=O)C1CCN(C(=O)COc2ccc(Cl)cc2Cl)CC1
→ -1.0	4	6.4	3.0	-2	-2	9	-24	-5	5	2.0
19: O=C(/C=C/c1ccc2c(c1)OCO2)c1cccnc1
→ -0.6	2	0.1	1.4	-1	-8	0	-2	-13	2	1.1
20: CCN(CC)CCN(Cc1cc2cc3c(cc2[nH]c1=O)OCO3)C(=S)NCCCOC
→ 1.1	4	-2.1	2.0	0	-2	2	-6	-7	9	0.8
21: c1ccc2c3c([nH]c2c1)-c1[nH]ncc1CC3
→ 7.6	-9	3.6	0.3	4	-7	8	-30	-3	132	0.1
22: CSCC[C@H](NC(=O)N1CCn2c1nc1ccccc12)C(=O)NCC1CCCO1 (stereo partly drawn)
→ 1.5	4	-0.8	1.6	-1	-4	.	.	2	16	-4.6
23: Cc1nccc2oc(=O)c(NC(=O)c3ccc(Cl)cc3)cc12
→ -2.0	-2	-0.3	4.7	-2	5	-3	7	-10	-6	-3.1
24: CC1CCCN(C(=O)c2ccc(OC3CCN(CCc4ccccc4)CC3)cc2)C1 (stereo not drawn)
→ 1.2	-1	2.5	2.2	-1	2	-1	3	-16	2	-0.3
25: CC12CCC(C(=O)N(CSC(=S)N/N=C\c3ccccc3)C1=O)C2(C)C (stereo not drawn)
→ 0.5	-6	1.7	5.1	-3	6	10*	-11	6	-14	4.3
26: Cc1oc(S(=O)(=O)N2CCCCC2)cc1NC(=O)Nc1ccc(Cl)cc1
→ 0.4	-11	4.6	5.0	-2	-5	6	21	1	-6	2.4
27: CC1(C)c2[nH]c3ccccc3c2C[C@H]2C(=O)N(Cc3ccccc3)C(=O)N21
→ -0.3	4	1.9	3.8	-3	0	2	-19	-3	262	1.4
28: O=C(Cn1ncc2c(=O)oc3ccccc3c21)NCC1CCCO1 (stereo not drawn)
→ -1.2	3	1.0	0.0	-1	-2	6	-33	-7	-5	0.3
29: Cc1cnnn1-c1ccc([N+](=O)[O-])cc1
→ -0.3	0	0.7	5.3	.	.	.	.	.	75	-0.4
30: CN(Cc1ccc(F)cc1)C(=O)c1cccc(S(=O)(=O)N2CCN(c3ccccc3)CC2)c1
→ -0.5	2	4.1	2.1	-2	-2	-3	8	-3	42	-0.9
31: O=C(COC(=O)/C=C/c1cccc([N+](=O)[O-])c1)NCc1ccc2c(c1)OCO2
→ -2.0	-3	0.9	1.9	4	-4	4	-7	-4	.	0.4
32: COCCCn1c(=O)c2ccccc2n(Cc2cc(C(=O)OC)ccc2OC)c1=O
→ 1.5	-4	2.5	3.5	-2	-10	-3	7	0	0	0.2
33: COc1ccc(C2=CC(=O)C[C@H](c3ccc(F)cc3)C2)cc1OC
→ -0.4	1	0.9	5.3	-8	-11	3	-4	1	-2	-0.2
34: N#Cc1ccc(-c2ccc(Cl)cc2)nc1SCC(=O)c1cccc(Cl)c1
→ -0.3	-6	1.9	4.4	-1	-7	1	-11	3	-26	-0.7
35: COC(=O)c1cn(C(=O)c2cc(Br)ccc2Cl)c2ccccc12
→ -3.2	-6	1.7	2.3	-7	8	1	-2	-2	-7	-1.4
36: CCOP(=O)(c1ccc(N(C)C)cc1)C(O)c1ccc(C)cc1 (stereo not drawn)
→ 2.2	-1	2.7	2.1	-1	3	1	-2	6	-9	2.2
37: Cc1nnsc1C(=O)NC1CCCCC1
→ 2.8	10	1.6	2.6	2	4	-6	7	-9	4	-0.9
38: CC(=O)c1cc(-c2ccccc2)n(CCC(=O)NCc2cccs2)c1C
→ 1.2	-6	-0.6	3.5	-1	-1	5	-1	12	38	-4.1
39: COc1ccc(-c2cc(N)n(CCC#N)n2)c(OC)c1
→ -0.2	-5	0.4	3.3	-1	0	-4	-6	-8	0	2.1
40: COc1ccc(NC(=O)C/C(C)=N/NC(=O)c2cnccn2)c(OC)c1
→ -1.4	-4	4.7	0.9	0	-1	-1	3	5	-2	2.3
41: Cc1ccc(NC(=O)CCc2nnc3ccc(N4CCC(C)CC4)nn23)nc1
→ -2.5	10	4.6	0.7	4	11	0	11	3	-4	-1.8
42: COc1ccc(-c2csc3ncnc(N4CCN(S(=O)(=O)c5ccc(C)c(C)c5)CC4)c23)cc1
→ 0.4	5	-1.4	0.2	-1	-4	-2	14	-3	100	-0.5
43: COCc1ccc(CN2CCC(C(=O)Nc3cccc(-c4cscn4)c3)CC2)o1
→ -3.0	-6	2.2	5.5	-1	2	2	-6	-2	1	-1.1
44: COc1ccc(-c2nnc(SCC(=O)N3CCCCC3)o2)c(OC)c1
→ -0.9	-1	1.2	2.5	-1	2	2	-23	0	-10	2.7
45: Cc1occc1C(=O)N(C)Cc1nc(-c2ccccc2)no1
→ -3.6	12	3.0	0.8	-3	-9	3	4	6	351	0.2
46: CS(=O)(=O)c1ccc(Cl)c(C(=O)O)c1
→ 6.0	2	2.7	-1.4	3	-17	-5	-8	-18	608*	1.2
47: CN1CCN(S(=O)(=O)c2ccc(NC(=S)NC(=O)C(C)(C)C)cc2)CC1
→ -1.0	1	3.9	4.0	-2	-13	2	5	-7	58	2.2
48: Cc1ccccc1Nc1nc(N)nc(COC(=O)C2CCCCC2)n1
→ -1.1	13	-1.4	0.7	2	-6	1	4	-11	5	0.1
49: COc1ccc(OC)c(C2C(C(=O)Nc3cccnc3)=C(C)NC3=C2C(=O)CCC3)c1 (stereo not drawn)
→ 0.6	0	-2.2	0.0	1	0	4	-22	4	-17	-0.8
50: C=CCn1c(CCC(=O)O)ccc1-c1ccc(OC)cc1
→ -1.4	-13	-1.6	1.3	1	3	0	-13	-12	3	-2.4
51: O=C(CN1C(=O)NC2(CCCC2)C1=O)N1CCN(c2ccc(C(F)(F)F)cc2[N+](=O)[O-])CC1
→ -0.2	2	.	4.2	3	2	0	-1	-7	.	.
52: CCOc1ccc(C2C(C(=O)OC)=CN(C(C)c3ccccc3)C=C2C(=O)OC)cc1 (stereo not drawn)
→ 0.6	-1	-1.7	-3.2	-8	1	-1	3	-5	-14	0.1
53: O=C(NCCN1CCOCC1)c1cc(-c2ccco2)on1
→ -0.9	10	1.2	1.8	-3	4	0	8	3	-9	1.6
54: COc1ccc(/C=N/NC(=O)c2ccccc2OCc2ccccc2)c(OC)c1
→ -6.3	4	4.9	-2.9	-4	-4	2	-5	-9	19	0.2
55: C=CCOC(=O)CCC(=O)Nc1cccc2ccccc12
→ -1.3	-2	1.1	0.3	1	-6	-1	4	-15	5	-0.2
56: CCN(C(=O)CSc1nc(-c2ccccc2)cn1N)c1c(N)n(Cc2ccccc2)c(=O)[nH]c1=O
→ -1.0	2	1.6	-0.2	3	-13	6	-15	-5	-25	4.5
57: O=C1OCC2=C1C(c1ccc(F)cc1)c1cc3c(cc1N2)OCCO3 (stereo not drawn)
→ 0.9	-2	.	2.2	0	-8	5	-2	5	.	.
58: O=C(/C=C/Nc1ccc(F)cc1F)c1cccs1
→ 3.8	-1	3.4	3.0	-7	1	2	16	9	11	1.2
59: Cc1cc(NC(=O)CSc2nc(N)c(NC(=O)c3ccco3)c(=O)[nH]2)no1
→ 0.8	-2	1.5	0.5	-2	14	5	-14	8	-6	1.5
60: C=CCn1c(C)cc(C(=O)CSc2nnc(C3CC3)n2C2CC2)c1C
→ 1.4	1	1.1	-0.5	-1	-5	-1	12	2	-1	0.0
61: Brc1ccc(-c2nn3c(-c4ccco4)nnc3s2)o1
→ -2.3	4	2.1	2.0	0	-6	-5	12	-7	-17	1.5
62: Cc1ccc(C)c(NC(=O)Cn2c([N+](=O)[O-])cnc2C)c1
→ 1.8	2	1.0	2.7	-3	-2	4	-18	-4	-24	-1.3
63: O=C(c1cccnc1)N1C2CCC1CC(O)(c1ccc(F)cc1)C2 (stereo not drawn)
→ 1.2	1	5.9	0.1	-4	5	7	-17	-5	41	2.7

Exported tab-delimited: 2 of the compounds above
item	Compound	CDK5 inh	Tat transport	AddAB inh	phage Ecoli inh	DAGLB inh	PKA-R2B act	HTR5A ag ctr	HTR5A inv ctr	PKA-R1A act	Mot1-301 SUMO	Ecoli viability
46	CS(=O)(=O)c1ccc(Cl)c(C(=O)O)c1	6.0	2	2.7	-1.4	3	-17	-5	-8	-18	608*	1.2
47	CN1CCN(S(=O)(=O)c2ccc(NC(=S)NC(=O)C(C)(C)C)cc2)CC1	-1.0	1	3.9	4.0	-2	-13	2	5	-7	58	2.2
